Lamin A splicing: LMNA splicing modulation; HeLa LMNA splicing GFP/RFP minigene ratio, 48 h; Potency, µM (doses to about 46.1 µM), for the others: at the top dose ratio change, negative = inhibition, hits mostly inhibitors; 0.01% of 200,000 active; active means well fitted inhibition curve with a large enough effect in the signal ratio, with a control signal flat, not every such curve was filed as active; inconclusive means small, poorly fitted or top-dose-only effect, or effect the other way, or a change in a side signal; the % refers to the signal ratio; further: potency means the concentration at half of the fitted maximal effect; on the % scale 0 is the no-effect control and ±100 the full control effect
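S3 HeLa cells stably expressing lamin A-EGFP splicing minigene plus DsRed2, 600 cells/well, 48 h compound exposure at 37C. Laser-scanning cytometry; analysed as GFP (500-530 nm)/RFP (575-640 nm) total intensity ratio; 0.5% DMSO vehicle.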
Epigenetic derep: derepresses silenced GFP reporter in murine cells | 0.2% of 280,000 active | Potency, µM (top dose mostly 53.9 µM), for inactives: top-dose GFP activation, usual class: activators | murine LDR cells, GFP reporter derepression, 30 h | AID 1865; further: potency means the concentration at half of the fitted maximal effect; % of control where 0% means no effect; nearly all actives have a fitted effect of over 60% in size
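Reporter derepression read as number of fluorescent GFP-positive objects, 20-120 um in size, counted by laser-scanning cytometer. Mouse LDR line with an epigenetically silenced CMV-GFP locus; compound incubation 30 h, 37 C.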
IMPase Li inh: membrane-permeable IMPase blocker, potentiated with lithium | CHO-M1 cells, IP1 TR-FRET (IP-One), carbachol + lithium | Potency, µM (doses to about 59.4 µM), without a hit: at the top dose activity, negative = IMPase inhibition, actives largely listed as inhibitors | 0.35% of 210,000 active | AID 1457;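 further: IP1 builds up when IMPase is blocked and the TR-FRET signal falls; potency means the concentration at half of the fitted maximal effect; plate controls were basal vehicle for no effect and high inhibitor control for full effect; nearly all actives have a fitted effect of over 50% in size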
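IP1 accumulation measured by competitive TR-FRET in lysed CHO-M1 cells after 30 min compound exposure at 37C, with a small lithium addition to potentiate weak responses. Hill-equation AC50 from ratio and donor-channel data.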
Luc counter: blocks Kinase-Glo luciferase, a counter-screen artifact; Q27757; Kinase-Glo luciferase, ATP luminescence, 8 min; Potency, µM (titrated, usually from 38.3 µM), inactives show at the highest dose activity change, negative = inhibition, hits mostly inhibitors; 0.28% of 200,000 active; AID 1379; further: potency means the concentration at half of the fitted maximal effect; on the % scale 0 is the no-effect control and ±100 the full control effect; nearly all actives have a fitted effect of over 60% in size
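Compound is pinned into ATP-containing buffer (10 uM ATP, imidazole pH 7.2, 7 mM MgCl2). Kinase-Glo luciferase reagent is then added. Light output is recorded following an 8-min room-temperature incubation.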
GLA spleen mod: alpha-galactosidase A (human) modulation; P06280; human spleen homogenate, 4MU-alpha-Gal fluorescence, 40 min; Potency, µM (series often up to 80 µM), without a hit: at the top dose activity change, negative = inhibition, most hits filed as inhibitors; 0.008% of 240,000 active; AID 2107;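 further: potency means the concentration at half of the fitted maximal effect; 0% = enzyme with vehicle and -100% = no enzyme basal signal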
Target sequence (P06280 32-429 limits assumed): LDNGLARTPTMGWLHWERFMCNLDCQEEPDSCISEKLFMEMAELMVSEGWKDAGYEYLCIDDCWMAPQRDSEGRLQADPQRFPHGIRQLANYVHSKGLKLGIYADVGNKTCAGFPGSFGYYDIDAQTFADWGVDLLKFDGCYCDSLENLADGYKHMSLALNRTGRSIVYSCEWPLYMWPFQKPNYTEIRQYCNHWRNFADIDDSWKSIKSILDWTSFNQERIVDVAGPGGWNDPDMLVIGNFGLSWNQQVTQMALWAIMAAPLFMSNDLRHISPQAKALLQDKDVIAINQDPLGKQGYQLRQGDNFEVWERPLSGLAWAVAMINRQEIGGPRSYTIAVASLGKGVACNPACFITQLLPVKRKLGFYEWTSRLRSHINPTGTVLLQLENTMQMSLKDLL
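qHTS titration in buffer at pH 5.0. Alpha-galactosidase activity in spleen homogenate was measured via 4-methylumbelliferone release from 1 mM fluorogenic substrate after 40 min at 37C and a pH 10 stop. AC50 came from Hill fits of control-normalized data.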
CBFb RUNX1 block: inhibitors of human CBF-beta and RUNX1 interaction; AlphaScreen CBFb-His/RUNX1-biotin binding, biochemical; Potency, µM (top dose mostly 59.8 µM), for the others: at the top dose activity, negative = inhibition, hits mostly inhibitors; 230,000 tested, under 10 active; further: % of control where 0% means no effect
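His-tagged CBF-beta and biotinylated RUNX1 (30 nM each) were premixed 20 min at room temperature, exposed to compound for 15 min, then given nickel-chelate and streptavidin AlphaScreen beads (50 ng each). After 90 min, AlphaScreen signal was read.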
NPSR antagonist: neuropeptide S receptor (human) antagonism, cAMP; CHO-NPSR cells, cAMP TR-FRET, antagonist mode; Potency, µM (series often up to 38.3 µM), inactives show at the top dose activity change, negative = inhibition, actives largely listed as inhibitors; 1% of 220,000 active; AID 1461; further: potency means the concentration at half of the fitted maximal effect; on the % scale 0 is the no-effect control and ±100 the full control effect; nearly all actives have a fitted effect of over 50% in size; many of its hits are not listed in these tables
Target sequence (Q6W5P4 whole entry, looked up): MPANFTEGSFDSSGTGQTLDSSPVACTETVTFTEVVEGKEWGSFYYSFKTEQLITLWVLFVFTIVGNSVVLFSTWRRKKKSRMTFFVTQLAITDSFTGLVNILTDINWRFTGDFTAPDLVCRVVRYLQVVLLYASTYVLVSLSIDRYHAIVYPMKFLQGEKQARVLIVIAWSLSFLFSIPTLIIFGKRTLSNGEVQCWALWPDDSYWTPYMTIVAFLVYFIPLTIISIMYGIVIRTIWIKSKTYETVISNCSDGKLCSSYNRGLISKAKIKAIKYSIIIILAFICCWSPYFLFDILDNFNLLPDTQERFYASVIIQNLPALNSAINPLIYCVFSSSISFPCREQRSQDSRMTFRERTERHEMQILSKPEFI
* marks the source's active call; other numbers are inactive results; ? = inconclusive; · = not tested or not shown; & = joins results of further samples; [ ] = dose if it differs, or a comment. Unless noted, the call rests on the fitted dose curve; in most records, active means well fitted curve in the direction sought with a large enough effect; inconclusive means small, poorly fitted or top-dose-only effect, or another doubt; inactive means no such curve, though single readings can be large; an effect the other way counts as inactive or inconclusive. Only part of the results is shown; rates above refer to the full screens.

SMILES	Lamin A splicing	Epigenetic derep	IMPase Li inh	Luc counter	GLA spleen mod	CBFb RUNX1 block	NPSR antagonist
COc1ccc2c(c1)NC(c1cc(Cl)cc(Cl)c1O)c1cccn1-2 (centres undefined)	·	5.4%	3%	4%	-2%	4%	27%
Cc1csc(CN(C)C(=O)CC2C(=O)NCCN2CC(C)(C)C)n1 (centres undefined)	12%[46 µM]	-0.6%	-4%	-1%	-2%	22%	1%
CC1(C)OC(=O)N(CCC(=O)Nc2cccc(F)c2)C1(C)O (centres undefined)	15%[46 µM]	0.4%	3%	2%	2%	6%	19%
COc1ccc(/C=C2\CCCc3c2nc2ccccc2c3C(=O)O)cc1OC	·	4.7%	·	·	-4%	7%	17%
O=C(N/N=C1/CC2C=CCC12)c1ccc(Br)o1 (centres undefined)	7%	-1.0%	-14%	-4%	8%	-6%	16%
C=CCNC(=S)N/N=C/c1ccc(C(F)(F)F)cc1	?	-0.4%	-6%	-2%	8%	-5%	-58%
CCNc1ccc(Br)cc(C(=O)/C=C/c2c(Cl)cccc2Cl)c1=O	?	?	17%	2%	-1%	?	?
COc1ccccc1Nc1nnc(C)c(=O)[nH]1	-2%	0.1%	-6%[38.3 µM]	-3%	-26%	-1%	-5%[46.1 µM]
O=C(c1cccs1)C1CCCN(Cc2nc(Cc3ccccc3F)no2)C1 (centres undefined)	·	-0.2%	-6%	·	-12%	9%	23%
Cc1ccc(Nc2nc(C(=O)NCc3ccco3)cs2)cc1	?	-1.2%	6%[38.3 µM]	-4%	4%	-6%	-2%[7.67 µM]
C=CCn1c(SCC(=O)Nc2nc3ccccc3s2)nc(O)c(CC)c1=O	·	0.1%	·	·	5%	7%	-8%
COc1ccc(N(CC(=O)NC2CCCC2)S(=O)(=O)c2c(C)[nH]c(=O)[nH]c2=O)cc1	6%	-1.2%	-6%[38.3 µM]	2%	2%	-2%	-12%[46.1 µM]
CC(C)(C)CN1CCNC(=O)C1CC(=O)N1CCC(C(=O)N2CCOCC2)CC1 (centres undefined)	12%[46 µM]	-5.5%	4%	2%	-1%	-1%	18%
CCCC(=O)Nc1ccc(C(=O)n2nnc3ccccc32)cc1	8%	0.9%	21%[38.3 µM]	-2%	-1%	6%	-5%[46.1 µM]
C=C(C)C1(O)OC(=O)C=C1OC (centres undefined)	?	0.8%&0.0%	-6%&0%	2%	11%&-7%	9%	16%
CCOC(=O)C1CCN(S(=O)(=O)c2ccc(-c3ccccn3)s2)CC1	·	-0.3%	·	·	-17%	18%	32%
Cc1csc(SCC(=O)NC(=O)NC2CCCC2)n1	·	-0.5%	3%	2%	-6%	-3%	4%
CN(C)c1ccc(/C=C2/SC(=O)N(CCN=C3NS(=O)(=O)c4ccccc43)C2=O)cc1	?	0.0%	·	·	-5%	-3%	-15%[46.1 µM]
CC(=O)N1Cc2ccccc2CC1C(=O)N1CCN(c2ccccc2)CC1 (centres undefined)	·	0.5%	-3%	0%	7%	-4%	7%
O=S(=O)(c1ccc(F)cc1F)N1CCCN(c2ccc(C(F)(F)F)cn2)CC1	·	1.0%	·	·	5%	11%	38%
CC(C)(C)c1ccc(/C=N/NC(=S)Nc2cccnc2)cc1	23%[46 µM]	4.2%	-3%	-4%	-5%	-12%	-56%
COc1ccc(C(O)C(CN2CCOCC2)c2ccccc2)cc1F (centres undefined)	?	-0.9%	21%[38.3 µM]	-2%	-6%	5%	6%[46.1 µM]
Cc1ccc(NC(=O)CCn2cccc2)cc1F	11%	3.9%	25%[38.3 µM]	0%	-3%	-8%	-9%[46.1 µM]
COc1cc(C(=O)NNC(=S)NC(=O)/C=C/c2ccccc2)cc(OC)c1OC	·	0.0%	·	·	-4%	-17%	28%
CC(C)(C)NS(=O)(=O)c1cc(C(=O)Nc2sccc2C#N)ccc1Cl	?	-0.6%	2%	3%	-6%	1%	-2%
COc1ccccc1CN1CCNC(=O)C1CC(=O)N(C)Cc1ccon1 (centres undefined)	0%[46 µM]	2.9%	9%	-2%	3%	-3%	-16%
Cc1cc(C(=O)NC(Cc2ccccc2)C(=O)O)c(C)o1 (centres undefined)	·	9.2%	·	·	6%	4%	5%
Nc1nc(-c2ccco2)nn1C(=O)CCc1ccccc1	-1%	1.0%	24%[38.3 µM]	1%	3%	-2%	3%[46.1 µM]
Cc1sc(NC(=O)c2ccco2)c(CN2CCCCC2)c1C	2%	-1.2%	-14%[38.3 µM]	-5%	-5%	0%	-15%[46.1 µM]
COc1ccc(NC(=O)c2cccs2)c([N+](=O)[O-])c1	?	1.3%	6%[38.3 µM]	-6%	-7%	-14%	-5%[46.1 µM]
CCc1ccccc1NC(=O)CN1C(=O)C2CCCN2c2ncc(Cl)cc21 (centres undefined)	-10%	-1.0%	14%[38.3 µM]	4%	-9%	6%	1%[46.1 µM]
CCOC(=O)N1CCN(C(=O)CSc2ccccc2)CC1	8%	-11%	-5%[38.3 µM]	-8%	8%	-1%	1%[46.1 µM]
O=C(c1cn(-c2ccccc2)nc1-c1ccccc1)N1CCOCC1	1%	-1.9%	-14%[38.3 µM]	10%	1%	5%	-19%[46.1 µM]
CC1N(C)c2cccc3cccc(c23)N1C	0%	1.2%	18%	1%	9%	-27%	-17%[46.1 µM]
O=C(NNS(=O)(=O)c1ccccc1F)c1cc(-c2ccccc2)n[nH]1	·	0.0%	·	·	1%	-5%	-14%
CC(=O)c1ccc(NC(=O)c2noc3c2CCC3)cc1	·	-0.2%	-5%	-13%	-3%	?	4%
COC(CNC(=O)c1ccc(Cn2c(=S)[nH]c3cc4c(cc3c2=O)OCO4)cc1)OC	9%	-0.1%	·	·	8%	15%	-21%[46.1 µM]
COc1cccc(OCCOCCN(C)CCO)c1	-6%	-16%	20%[38.3 µM]	-4%	4%	8%	0%[46.1 µM]
O=c1[nH]c2cc(Cl)ccc2c(O)c1-c1ccc(Oc2ccccc2)cc1	?	-0.1%	-12%	-1%	1%	5%	-11%[46.1 µM]
Cc1ccc(C(=O)NCCSc2c(C)[nH]c3ccccc23)cc1[N+](=O)[O-]	?	-5.4%	19%	4%	-5%	4%[2.36 µM]	-4%

Reformatted with values under each structure: 3 of the compounds above
Screens in order: Lamin A splicing	Epigenetic derep	IMPase Li inh	Luc counter	GLA spleen mod	CBFb RUNX1 block	NPSR antagonist
- CCOC(=O)N1CCN(C(=O)CSc2ccccc2)CC1
  8%	-11%	-5%[38.3 µM]	-8%	8%	-1%	1%[46.1 µM]
- O=C(c1cn(-c2ccccc2)nc1-c1ccccc1)N1CCOCC1
  1%	-1.9%	-14%[38.3 µM]	10%	1%	5%	-19%[46.1 µM]
- CC1N(C)c2cccc3cccc(c23)N1C
  0%	1.2%	18%	1%	9%	-27%	-17%[46.1 µM]

Quoted from the listing:
Entry for `O=C(NNS(=O)(=O)c1ccccc1F)c1cc(-c2ccccc2)n[nH]1` in Epigenetic derep: 0.0%
Entry for `CC(=O)c1ccc(NC(=O)c2noc3c2CCC3)cc1` in Epigenetic derep: -0.2%
Entry for `CCc1ccccc1NC(=O)CN1C(=O)C2CCCN2c2ncc(Cl)cc21` (centres undefined) in IMPase Li inh: 14%[38.3 µM]
Entry for `O=C(c1cn(-c2ccccc2)nc1-c1ccccc1)N1CCOCC1` in GLA spleen mod: 1%
Entry for `COc1cccc(OCCOCCN(C)CCO)c1` in GLA spleen mod: 4%
Entry for `COC(CNC(=O)c1ccc(Cn2c(=S)[nH]c3cc4c(cc3c2=O)OCO4)cc1)OC` in GLA spleen mod: 8%

Continuation:
SMILES	Lamin A splicing	Epigenetic derep	IMPase Li inh	Luc counter	GLA spleen mod	CBFb RUNX1 block	NPSR antagonist
CCOc1cc(C(=O)N(C)Cc2cc3cc(OC)ccc3[nH]c2=O)cc(OCC)c1OCC	-1%	0.9%	-1%	5%	5%	13%	-8%[46.1 µM]
COc1cccc([C@@H]2Oc3ccc(OC)cc3C(=O)[C@H]2OC(=O)N[C@H]2CCCc3ccccc32)c1	·	-0.3%	17%	-1%	8%	-10%	·
O=C(CSc1nc2nc(-c3cccs3)cc(C(F)(F)F)c2c(=O)[nH]1)Nc1c(F)c(F)c(F)c(F)c1F	?	0.9%	-11%	0%	4%	2%	-58%
Oc1ccc(Br)cc1-c1cc(-c2ccco2)[nH]n1	-1%	-1.0%	31%[38.3 µM]	-2%	0%	-7%	?
COc1ccccc1NC(=O)c1ccc(N)cc1	-4%	1.2%	-11%[38.3 µM]	-5%	-2%	-2%	-19%[46.1 µM]
O=C(Cc1ncc(C(F)(F)F)cc1Cl)N1CCN(c2ccccn2)CC1	7%	4.6%	-6%[38.3 µM]	-4%	-27%	-3%	0%[46.1 µM]
O=C(CSC1=NC2(CCCCCC2)N=C1c1ccccc1)Nc1ccc2c(c1)OCCO2	?	0.0%	18%	1%	0%	-12%[2.36 µM]	-35%
COc1ccc(C(=S)N2CCN(c3ccccc3C)CC2)cc1	·	-2.6%	·	·	0%	-3%	-13%
O=C(C1CCCCC1)N1CCC(c2nc3ccccc3[nH]2)CC1	-3%	-1.0%	63%[activator][38.3 µM]	-6%	9%	-12%	-14%[46.1 µM]
CC(Cl)C(=O)NC(=O)NC12CC3CC(CC(C3)C1)C2 (centres undefined)	?	0.0%	·	·	-1%	2%	22%[46.1 µM]

Of the compounds above, two have a nitro group on carbon.
SMILES	Lamin A splicing	Epigenetic derep	IMPase Li inh	Luc counter	GLA spleen mod	CBFb RUNX1 block	NPSR antagonist
COc1ccc(NC(=O)c2cccs2)c([N+](=O)[O-])c1	?	1.3%	6%[38.3 µM]	-6%	-7%	-14%	-5%[46.1 µM]
Cc1ccc(C(=O)NCCSc2c(C)[nH]c3ccccc23)cc1[N+](=O)[O-]	?	-5.4%	19%	4%	-5%	4%[2.36 µM]	-4%

The listing continues.
SMILES	Lamin A splicing	Epigenetic derep	IMPase Li inh	Luc counter	GLA spleen mod	CBFb RUNX1 block	NPSR antagonist
COc1ccc(/C=C(/C#N)C(=O)Nc2cccnc2)cc1OC	7%	1.1%	11%	-6%	14%	6%	-25%
Cc1cc(C)cc(OCc2nnc(SCC(=O)c3ccc(Br)cc3)o2)c1	-15%	-2.1%	8%[38.3 µM]	-2%	2%	10%	-12%[46.1 µM]
COc1cccc(C2/C(=C(/O)c3ccc(F)cc3)C(=O)C(=O)N2CCN(C)C)c1 (centres undefined)	16%	7.0%	-16%[38.3 µM]	-5%	0%	13%	-15%[46.1 µM]
O=c1c(-c2nnc(SCc3ccc(Cl)c(Cl)c3)o2)cccn1Cc1ccccc1	?	0.8%	4%[38.3 µM]	-2%	14%	5%	?
Cn1c(=O)c2[nH]c(-c3ccccc3O)nc2n(C)c1=O	0%	0.1%	8%	-1%	4%	6%	-6%[46.1 µM]

Screening results: PubChem, National Center for Advancing Translational Sciences (NCATS)
